AGP1 TOR yeast: modulators of AGP1-GFP expression in yeast TOR pathway, primary screen, cell-based, multiplex flow cytometry, S. cerevisiae, MLPCN library | 0.02% of 320,000 active | GFP response vs DMSO, % at 10 µM | AID 2066, 2009 | 3 h; GFP as percent of DMSO wells;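 active means GFP response relative to DMSO above a set limit, near screen average plus 3 SD, cut at about 150% in these data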;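 further: median GFP channel fluorescence of the gated AGP1 strain per well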
AHR activator: AHR activators, primary screen, cell-based, luminescence, luciferase reporter, human; Aryl hydrocarbon receptor (Homo sapiens), P35869; 2.5% of 320,000 active; activation, % at 5 µM; AHR-responsive luciferase reporter cells; in the data active means activation above about 47%;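 further: 0% = vehicle wells and 100% = reference agonist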
Target sequence (P35869 whole entry, looked up): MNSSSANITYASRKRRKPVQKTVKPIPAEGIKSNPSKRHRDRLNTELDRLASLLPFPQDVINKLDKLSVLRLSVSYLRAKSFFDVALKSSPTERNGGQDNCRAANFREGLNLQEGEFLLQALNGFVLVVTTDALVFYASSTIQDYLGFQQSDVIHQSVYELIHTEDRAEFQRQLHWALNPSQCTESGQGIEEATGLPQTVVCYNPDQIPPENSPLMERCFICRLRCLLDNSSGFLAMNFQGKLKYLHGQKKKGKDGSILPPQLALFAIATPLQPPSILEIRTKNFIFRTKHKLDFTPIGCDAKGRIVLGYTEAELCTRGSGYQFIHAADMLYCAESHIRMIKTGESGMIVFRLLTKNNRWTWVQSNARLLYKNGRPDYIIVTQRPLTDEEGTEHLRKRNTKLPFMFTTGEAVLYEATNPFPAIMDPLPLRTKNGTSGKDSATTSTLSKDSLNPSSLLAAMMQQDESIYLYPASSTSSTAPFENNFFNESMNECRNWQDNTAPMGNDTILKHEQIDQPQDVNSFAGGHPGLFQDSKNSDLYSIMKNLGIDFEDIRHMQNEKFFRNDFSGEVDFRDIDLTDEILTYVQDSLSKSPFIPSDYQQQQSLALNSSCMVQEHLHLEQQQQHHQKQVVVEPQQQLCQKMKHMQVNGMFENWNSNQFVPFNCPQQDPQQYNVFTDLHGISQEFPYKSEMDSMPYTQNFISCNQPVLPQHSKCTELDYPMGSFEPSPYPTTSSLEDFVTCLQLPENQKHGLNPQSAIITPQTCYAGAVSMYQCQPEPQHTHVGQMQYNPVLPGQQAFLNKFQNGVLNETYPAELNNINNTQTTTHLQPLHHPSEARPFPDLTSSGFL
MEP2-GFP yeast: modulators of MEP2-GFP levels in yeast, primary screen, S. cerevisiae, multiplex flow cytometry, MLPCN library | GFP response vs DMSO, % at 10 µM | 0.51% of 330,000 active | S. cerevisiae MEP2-GFP strain, 3 h; 100% = DMSO control level | AID 2016, 2009;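 active means GFP response versus DMSO above a set limit, roughly screen mean plus 3 SD, cut at about 180% in these data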;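 further: median GFP fluorescence of the barcode-gated MEP2-GFP cells per well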
Yeast superoxide: reduction of superoxide in aged yeast, primary screen, HTS; S. cerevisiae aged cells, superoxide DHE fluorescence; hits give low values; superoxide response (% of plate mean), % at 10 µM; 0.18% of 330,000 active; AID 2690, 2010;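 active means superoxide response under a set limit, about three screen SD below normal, cut at about 65% in these data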;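 further: yeast aged for seven days with compound at 30 °C before DHE staining; 100% = average MFI of all compound-treated wells on the plate with controls excluded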
Efflux pump mplx: inhibitors of Candida efflux pumps in yeast, primary screen, S. cerevisiae, Nile Red, multiplex. AID 485275, 2010. 0.44% of 330,000 active. inhibition, % at 10 µM. S. cerevisiae Candida pump triplex;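 active means plate passing quality check with inhibition over a set limit, or well fluorescence over plate mean plus 4 SD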;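 further: Nile Red retained in pooled yeast measured as flow cytometry median fluorescence; 0% = buffer negative control and 100% = Enniatin B positive control; higher means more Nile Red kept so more efflux inhibition; some compounds called inactive have numbers as strong as hits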
CIT2 TOR yeast: modulators of CIT2-GFP expression in yeast, primary screen, S. cerevisiae, GFP fusion, multiplex flow cytometry, MLPCN library; S. cerevisiae CIT2-GFP strain, 3 h; 100 means same as DMSO wells; GFP response vs DMSO, % at 10 µM; 0.065% of 320,000 active; AID 2029, 2009;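 active means GFP response relative to DMSO above a set limit, near the screen mean plus 3 SD, cut at about 150% in these data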;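 further: ratio of well median GFP fluorescence to mean of DMSO wells on the plate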
RPL19A TOR yeast: RPL19A-GFP expression modulators in yeast, primary screen, cell-based, S. cerevisiae, multiplex flow cytometry, MLPCN; 0.3% of 330,000 active; S. cerevisiae RPL19A-GFP strain, 3 h; hits give low values; AID 2025, 2009; percent response vs DMSO, % at 10 µM;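 active means percent response vs DMSO below 50%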;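 further: median channel GFP fluorescence of the barcoded RPL19A-GFP strain; ratio of sample median GFP to plate DMSO average so 100% = DMSO; lower means less RPL19A-GFP as with rapamycin TOR inhibition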
LAP4 TOR yeast: modulators of LAP4-GFP expression in yeast, primary screen, S. cerevisiae, multiplex flow cytometry, MLPCN library | 3 h; median GFP as percent of DMSO wells | GFP response vs DMSO, % at 10 µM | 0.34% of 320,000 active | AID 2023, 2009;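 active means GFP response vs DMSO above a set limit, about the screen mean plus 3 SD, cut at about 150% in these data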
Starred values were filed as active, the others as inactive; . = not tested or not shown.

compound,AGP1 TOR yeast,AHR activator,MEP2-GFP yeast,Yeast superoxide,Efflux pump mplx,CIT2 TOR yeast,RPL19A TOR yeast,LAP4 TOR yeast
CCCCc1nc2ccccc2c(C(=O)O)c1C,102,3,101,98,0.0,92,101,99
COc1cccc(N(C(=O)c2ccco2)C(C(=O)NC2CCCC2)c2cccnc2)c1 (configuration not stated),108,0,103,102,0.1,102,102,104
O=[N+]([O-])c1cccc(C(=Nc2cccc(Cl)c2)NO)c1,104,88*,98,93,-0.1,109,101,102
O=C(NCC1CC1)Nc1cccc(C(F)(F)F)c1,96,.,102,94,-0.1,94,101,90
Cc1ccccc1Cn1c2ccccc2c2cnn(CC(=O)NCc3ccccn3)c(=O)c21,105,-1,102,121,0.0,107,105,104
Cc1ncc(CN2CCC(CO)(CCOc3ccccc3)CC2)s1,93,1,103,103,0.0,96,94,94
CCCCn1c(N2CCC(Cc3ccccc3)CC2)nc2c1c(=O)[nH]c(=O)n2C,105,-1,100,105,0.1,103,100,98
CCOc1nc2cnccc2n(CC(=O)Nc2c(F)c(F)cc(F)c2F)c1=O,102,0,111,92,-0.1,103,99,107
CC(=O)Nc1ccc(S(=O)(=O)NC(CSc2ccc(C(=O)O)cc2[N+](=O)[O-])C(=O)O)cc1 (configuration not stated),104,-2,102,104,-0.1,119,101,94
N#Cc1ccccc1S(=O)(=O)c1ccccc1C(=O)Nc1ccccc1,94,-2,90,100,0.0,84,97,93
CCCc1cc(-c2n[nH]c(=S)n2CC)cs1,86,3,94,91,0.0,85,92,109
Cc1cc(C)n(-c2nc(NCCN(C)C)c3c4c(sc3n2)CCCC4)n1,104,8,102,115,-0.1,98,100,112
O=C(NCc1ccccn1)C1CCN(S(=O)(=O)N2CCCC2)CC1,100,0,106,109,-0.1,97,95,100
CCCC(=O)C1=C(N2CCCC2)CC(C)(C)C(C(=O)OC)C1=O (configuration not stated),.,-1,106,85,0.0,.,100,.
CCCn1c(N)c(C(=O)CSc2nc3ncc(Cl)cc3[nH]2)c(=O)[nH]c1=O,92,1,96,112,0.2,92,95,94
CCOC(=O)N1CCN(c2ccc(C(C)=O)cc2F)CC1C (configuration not stated),92,-2,108,105,0.7,95,100,98
COc1cc(NC(=O)C2CC(=O)N(Cc3ccco3)C2)c(OC)cc1Cl (configuration not stated),92,2,96,83,-0.1,97,95,93
COc1nnc(-c2ccc(N3CCOCC3)c(NC(=O)c3ccc(C)cc3)c2)c2ccccc12,88,-1,91,116,-0.1,.,96,97
CC1(C)Cc2c(c(N3CCOCC3)nc3sc4c(NCc5ccco5)nnnc4c23)CS1,102,-6,102,120,0.0,102,100,112
NC1=NC(=O)/C(=C\c2ccco2)S1,101,0,94,109,0.3,88,100,110
O=C(NC1CCCC1)C1CCN(c2cnccn2)CC1,91,5,90,91,0.3,91,93,86
CN(C)c1ccc(S(=O)(=O)N2CCCCC2)cc1NC(=O)C1CSC2(C)CCC(=O)N12 (configuration not stated),101,4,96,79,0.2,98,96,100
Cc1cccc(N(Cc2ccc(Cl)cc2)S(C)(=O)=O)c1,92,-2,100,102,0.1,86,96,90
CCNC(=O)NC(=O)COC(=O)c1cccc(NS(=O)(=O)/C=C/c2ccccc2)c1,95,5,101,100,0.2,95,102,86
O=C(Nc1ccccc1F)c1ccc(CN2CCN(c3ccccc3)CC2)cc1,101,-2,110,99,-0.1,109,100,103
CCCN(CC(=O)Nc1ccccc1C)C(=O)c1ccc(N2CCCCC2)c([N+](=O)[O-])c1,107,-1,101,109,0.0,99,98,109
O=C1c2ccccc2C(O)N1Cc1ccccc1 (configuration not stated),101,2,104,104,0.2,102,104,106
COc1nccnc1NS(=O)(=O)c1ccc(NCc2cc(Br)ccc2O)cc1,104,4,87,106,-0.1,103,98,98
CC(Oc1ccccc1)C(=O)Nc1nc2c(s1)C(=O)CC(C)(C)C2 (configuration not stated),97,1,97,97,0.0,96,98,98
CCOC(=O)/C(C#N)=C/c1ccc(OC)c(OC)c1,91,0,105,108,0.1,92,96,103
O=C(c1ccc2c(=O)n(-c3ccccc3)c(=S)[nH]c2c1)N1CCN(c2ccccc2)CC1,97,-1,98,95,0.1,100,97,95
CC(C)OC(=O)CSc1nc2ncccc2[nH]1,107,1,93,110,-0.1,97,94,171*
Cc1cc(-c2ccc(Cl)cc2)c2cnn(C(C)C)c2n1,94,5,100,96,-0.2,96,102,96
COc1ccc2oc(C(=O)OC(C)C(=O)N3CCC(C)CC3)c(C)c2c1 (configuration not stated),100,4,103,113,0.1,99,102,107
CN(Cc1ccccc1)C(=O)COc1cccnc1[N+](=O)[O-],106,-1,116,116,-0.1,110,104,111
COc1ccc(NC(=O)C2CCN(S(=O)(=O)c3ccc(Br)s3)CC2)cc1OC,95,15,100,96,-0.2,103,98,90
Cc1cccc(CSc2nnc([C@@H]3CCCN3)o2)c1,103,0,98,109,0.5,95,98,103
CC1(C)CC(=O)C2=C(C1)N(c1ccc(F)cc1)C(=O)NC2(C(F)(F)F)C(F)(F)F,98,-2,94,106,0.0,101,101,98
CCC(C)c1ccc(NC(=O)Nc2cnccn2)cc1 (configuration not stated),88,1,93,98,0.4,88,101,80
Cc1cc(C)n2nc(SCc3ccccc3F)nc2n1,98,-1,105,95,0.0,98,103,104
CN(C(=O)CSc1nc2ccccc2c(=O)n1-c1ccc(F)cc1F)C1CCS(=O)(=O)C1 (configuration not stated),99,26,101,122,0.2,101,101,91
CN(C)CCCNC(=O)c1ccc(Cl)c(S(=O)(=O)N2CCCCCC2)c1,107,-1,106,93,-0.2,103,112,109
COc1ccc(-c2nnn(CC(=O)NCCc3c[nH]c4ccccc34)n2)cc1OC,100,9,98,90,-0.1,103,102,91
COC(=O)c1ccc(NC(=O)CCN2CCN(c3ccccc3)CC2)cc1,103,7,106,101,0.1,100,101,90
COc1ccc(N2C(N)=C(C#N)C(c3cccnc3)C3=C2CC(C)(C)CC3=O)cc1 (configuration not stated),105,1,130,98,0.0,100,100,105
O=C(O)Cn1cc(/C=C2/SC(=O)N(CC(=O)N3CCCCCC3)C2=O)c2ccccc21,104,13,99,104,-0.2,103,95,99
CCOc1ccc(NC(=S)NC(=O)Cc2ccccc2)cc1,100,10,112,89,-0.1,103,103,107
CC1CCN(c2nc3nonc3nc2Nc2ccc(F)cc2)CC1,98,50*,100,98,0.3,90,107,98
COc1cc(SC#N)ccc1N=Cc1c(C)[nH]n(-c2ccc(C)c(C)c2)c1=O,108,16,99,107,-0.2,97,100,95
NC(=O)c1c(NC(=O)Cn2nc(C(=O)O)c3ccccc3c2=O)sc2c1CCCC2,106,1,103,109,0.1,106,105,110

Reprinted from the entries so far (2 entries):
compound,AGP1 TOR yeast,AHR activator,MEP2-GFP yeast,Yeast superoxide,Efflux pump mplx,CIT2 TOR yeast,RPL19A TOR yeast,LAP4 TOR yeast
COc1cc(SC#N)ccc1N=Cc1c(C)[nH]n(-c2ccc(C)c(C)c2)c1=O,108,16,99,107,-0.2,97,100,95
NC(=O)c1c(NC(=O)Cn2nc(C(=O)O)c3ccccc3c2=O)sc2c1CCCC2,106,1,103,109,0.1,106,105,110

The list goes on.
Compound	AGP1 TOR yeast	AHR activator	MEP2-GFP yeast	Yeast superoxide	Efflux pump mplx	CIT2 TOR yeast	RPL19A TOR yeast	LAP4 TOR yeast
CC(C)COC(=O)CCNc1n[nH]c(=O)[nH]c1=O	99	3	102	110	0.0	104	98	97
Cc1ccc(NCC(=O)N/N=C/c2ccc(-c3cccc(C(F)(F)F)c3)o2)cc1	103	20	101	99	0.1	94	101	95
O=C(OCC(=O)C12CC3CC(CC(C3)C1)C2)c1ccccn1	88	3	100	98	0.3	101	106	76
O=[N+]([O-])c1ccc(F)cc1Oc1nc(-c2cccnc2)nc2ccccc12	98	63*	99	124	0.2	96	101	100
CCOC(=O)COn1c(=O)c(-c2ccc(C)cc2)[n+]([O-])c2ccccc21	90	6	102	105	-0.2	98	97	98
Cc1c(C(c2cccs2)c2c(C)n(C)n(-c3ccccc3)c2=O)c(=O)n(-c2ccccc2)n1C	108	8	97	99	-0.1	95	93	107
CC1CCCC(C)N1c1ccc(S(=O)(=O)N2CCOCC2)cc1Cl (configuration not stated)	96	-1	95	98	0.2	102	96	98
CC(=O)c1cccc(NC(=O)COC(=O)c2ccc(S(C)(=O)=O)c([N+](=O)[O-])c2)c1	97	0	94	107	0.2	91	97	97
O=C(CN1c2cccc3cccc(c23)S1(=O)=O)Nc1ccccc1F	99	4	106	99	0.0	102	108	97
Cc1nc(Nc2ccccc2F)c2oc3ccccc3c2n1	86	56*	97	95	-0.1	103	96	107
COc1cc(-c2cc(C(=O)OCC(=O)Nc3ccc4c(c3)OCO4)c3ccccc3n2)cc(OC)c1OC	103	8	104	97	0.3	99	104	102
O=c1cc(-c2ccccc2)nc(N2CCN(Cc3ccccc3)CC2)[nH]1	102	0	95	82	-0.1	91	97	93
Cc1ccc(Cn2ccc(NC(=O)c3cc(-c4ccc(Cl)cc4)on3)n2)cc1	96	1	102	96	0.3	99	98	103
Cc1cc(C)nc(NC(=O)CCN2C(=O)c3ccccc3S2(=O)=O)n1	104	2	113	92	0.0	106	102	106
COc1ccc(S(=O)(=O)NC(C)C(=O)N2CCCC2)cc1C (configuration not stated)	102	.	105	103	-0.1	108	104	105
C/C(=N\NC(=O)COc1ccc(C#N)cc1)c1ccc(N2CCOCC2)cc1	106	3	106	80	0.0	102	106	99

6 compounds out of the list, sorted by heavy-atom count, descending.
Compound	AGP1 TOR yeast	AHR activator	MEP2-GFP yeast	Yeast superoxide	Efflux pump mplx	CIT2 TOR yeast	RPL19A TOR yeast	LAP4 TOR yeast
COc1cc(-c2cc(C(=O)OCC(=O)Nc3ccc4c(c3)OCO4)c3ccccc3n2)cc(OC)c1OC	103	8	104	97	0.3	99	104	102
CC(=O)c1cccc(NC(=O)COC(=O)c2ccc(S(C)(=O)=O)c([N+](=O)[O-])c2)c1	97	0	94	107	0.2	91	97	97
C/C(=N\NC(=O)COc1ccc(C#N)cc1)c1ccc(N2CCOCC2)cc1	106	3	106	80	0.0	102	106	99
O=c1cc(-c2ccccc2)nc(N2CCN(Cc3ccccc3)CC2)[nH]1	102	0	95	82	-0.1	91	97	93
Cc1cc(C)nc(NC(=O)CCN2C(=O)c3ccccc3S2(=O)=O)n1	104	2	113	92	0.0	106	102	106
Cc1nc(Nc2ccccc2F)c2oc3ccccc3c2n1	86	56*	97	95	-0.1	103	96	107

High-throughput results: PubChem, several laboratories
